Akt phos inh – HTS Assay for Inhibitors of Akt Phophorylation: Primary Screen; Neuro2A IGF-stimulated pAkt S473 HTRF, 20 min; stronger effect = lower value; activity change, % for hits at 50 µM; AID 651550, 2012; 0.32% of 360,000 active; in the data active = activity change below about -80%; inconclusive = mostly about -51% to -80%; also: % is scaled to controls: 0 for no effect and ±100 for the full control effect
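Neuro2A cells in DMEM with 0.5% FBS, overnight at 37 deg C, given compound at single 50 µM final, then IGF (6 nM final) for 20 min at 37 deg C. Lysed; phospho-Akt Ser473 by HTRF after 24 h, 665/615 ratio.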
aSyn yeast inh – qHTS of alpha-syn Inhibitors. Yeast expressing alpha-synuclein, growth rescue, BacTiter-Glo, 24 h. Potency, µM (top dose mostly 46.1 µM), inactives show top-dose growth rescue (activation), usual class: activators. 0.14% of 370,000 active; also: potency is read from the fitted curve at half-maximal effect; % of control where 0% means no effect; nearly all actives have a fitted effect of over 65% in size
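Galactose-induced alpha-syn yeast (OD600=0.02, raffinose-pregrown) + pinned cpd, 24 hr, 30 deg C; growth by BacTiter-Glo luminescence. Growth restoration scores as activation.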
GLP1R inv ag – qHTS of GLP-1 Receptor Inverse Agonists (Inhibition Mode). Glucagon-like peptide 1 receptor (Homo sapiens), P43220. HEK293 GLP-1R CRE-luciferase, luminescence, 24 h; GLP-1R form is constitutively active. Potency, µM (doses to about 38.3 µM), without a hit: at the top dose activity change, negative = inhibition, hits mostly inhibitors. 1.6% of 410,000 active. AID 624417, 2012; also: potency is read from the fitted curve at half-maximal effect; % is scaled to controls: 0 for no effect and ±100 for the full control effect; nearly all actives have a fitted effect of over 55% in size
Target sequence (P43220 whole entry, looked up): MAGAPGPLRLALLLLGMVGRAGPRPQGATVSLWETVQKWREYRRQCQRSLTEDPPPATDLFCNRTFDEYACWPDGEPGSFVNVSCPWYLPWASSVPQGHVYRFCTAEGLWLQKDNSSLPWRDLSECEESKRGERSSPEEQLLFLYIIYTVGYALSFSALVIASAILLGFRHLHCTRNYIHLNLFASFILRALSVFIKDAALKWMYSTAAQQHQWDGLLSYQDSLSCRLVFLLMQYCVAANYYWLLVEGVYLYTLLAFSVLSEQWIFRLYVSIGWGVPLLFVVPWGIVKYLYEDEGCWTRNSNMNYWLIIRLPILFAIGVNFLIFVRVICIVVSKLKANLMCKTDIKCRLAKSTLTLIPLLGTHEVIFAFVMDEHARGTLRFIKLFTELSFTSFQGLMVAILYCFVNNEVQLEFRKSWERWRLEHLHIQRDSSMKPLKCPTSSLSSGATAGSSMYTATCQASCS
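Inverse agonists were sought by their lowering of basal cAMP reporter luciferase output in HEK293 cells stably carrying constitutively active human GLP-1R, after 24 h compound treatment.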
Mm-Cpn inhibitor – Inhibitors of TCP-1 ring complex (TRiC) of Methanococcus maripaludis (MmCpn): qHTS. Chaperonin Mm-Cpn (Methanococcus maripaludis). purified Mm-Cpn ATPase, ADP Transcreener TR-FRET. Potency, µM (series often up to 76.9 µM), without a hit: at the highest dose activity, negative = inhibition, usual class: inhibitors. 0.031% of 330,000 active; also: potency is read from the fitted curve at half-maximal effect; % is scaled to controls: 0 for no effect and ±100 for the full control effect; nearly all actives have a fitted effect of over 80% in size
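Measured: ADP formation by purified Mm-CPN. Conditions: 25 nM protein, 10 uM ATP, Tris pH 7.4 with Mg2+, K+ and DTT, 37°C for 30 min. Detection: Transcreener HTRF after 30 min at room temperature.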
TDP-43 yeast inh – qHTS of TDP-43 Inhibitors; TDP-43 expressing yeast growth rescue, BacTiter-Glo, 24 h; Potency, µM (series often up to 46.1 µM), inactives show top-dose growth rescue (activation), most hits filed as activators; 1.8% of 410,000 active; AID 652104, 2013; also: potency is read from the fitted curve at half-maximal effect; % of control where 0% means no effect; nearly all actives have a fitted effect of over 50% in size
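Yeast expressing TDP-43 (pregrown in raffinose, seeded at OD600=0.02 in galactose medium) exposed to compounds 24 hr at 30 deg C. Growth read by BacTiter-Glo luminescence; rescue of toxicity appears as increased signal.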
Abeta yeast res – qHTS for compounds that reverse cellular toxicity of Amyloid beta (A-beta) peptide in yeast: Primary Screen; Potency, µM (doses to about 46.1 µM), for the others: at the top dose growth rescue, hits mostly activators; yeast expressing A-beta42, growth rescue, OD600, 48 h; response scale: 0% DMSO, 100% iron-clioquinol control; AID 1347071, 2019; 0.063% of 410,000 active; also: potency is read from the fitted curve at half-maximal effect; nearly all actives have a fitted effect of over 55% in size
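Yeast growth medium received pinned compounds, then yeast cells expressing toxic A-beta were added; plates incubated at 30 C for 48 hr. Growth read as absorbance at 600 nm, normalized to DMSO and equimolar FeCl3 plus clioquinol controls.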
HEK293 tox – qHTS of GLP-1 Receptor Inverse Agonists: Cytotox Screen. HEK293 cAMP-luciferase reporter cells, luminescence, 24 h. Potency, µM (highest dose often 38.3 µM), without a hit: at the highest dose activity change, negative = inhibition, usual class: inhibitors. 0.13% of 410,000 active. AID 624418, 2012;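 also: loss of luciferase light is scored as toxicity; potency is read from the fitted curve at half-maximal effect; % is scaled to controls: 0 for no effect and ±100 for the full control effect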
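Cells in DMEM/10% Nu serum/1% pen-strep, 1536-well format. Pre-incubated 12 h, dosed with 23 nL compound, incubated a further 24 h. Luciferase detection, 12 min at room temp, luminescence.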
PTHR1 ag – qHTS for PTHR1 Agonists: Primary Screen. Potency, µM (top dose mostly 115 µM), for inactives: at the highest dose activation, usual class: activators. 0.075% of 410,000 active. HEK293 GP2 PTHR1 cells, GloSensor cAMP luminescence, 1 h. Parathyroid hormone/parathyroid hormone-related peptide receptor (Homo sapiens), Q03431; also: potency is read from the fitted curve at half-maximal effect; nearly all actives have a fitted effect of over 55% in size; some results filed as inactive show a strong effect at the top dose; inactives centre near -15; many of its hits are not listed in these tables
Target sequence (Q03431 whole entry, looked up): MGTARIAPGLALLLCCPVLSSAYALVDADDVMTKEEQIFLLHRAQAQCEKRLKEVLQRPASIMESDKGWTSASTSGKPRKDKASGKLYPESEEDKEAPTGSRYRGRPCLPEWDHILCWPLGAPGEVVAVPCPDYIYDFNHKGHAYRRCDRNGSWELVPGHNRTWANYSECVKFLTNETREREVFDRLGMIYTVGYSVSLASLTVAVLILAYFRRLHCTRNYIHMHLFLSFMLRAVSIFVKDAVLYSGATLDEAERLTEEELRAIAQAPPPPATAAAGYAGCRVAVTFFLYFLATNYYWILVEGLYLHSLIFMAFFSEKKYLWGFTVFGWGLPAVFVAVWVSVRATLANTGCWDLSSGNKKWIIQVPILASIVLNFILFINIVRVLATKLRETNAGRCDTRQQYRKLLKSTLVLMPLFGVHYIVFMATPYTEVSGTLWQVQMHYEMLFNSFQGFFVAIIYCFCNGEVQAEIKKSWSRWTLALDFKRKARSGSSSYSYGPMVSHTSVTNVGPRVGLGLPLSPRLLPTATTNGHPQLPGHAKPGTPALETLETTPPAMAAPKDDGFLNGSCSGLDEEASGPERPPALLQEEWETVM
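HEK-293-derived GP2 cells expressing PTHR1 and a GloSensor cAMP reporter, 3,000/well, plated overnight, given luciferin plus IBMX (each 0.5 mM as added) for 1 h at 37 °C, then compound for 1 h at 37 °C. Luminescence was read after 15 min at room temperature.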
FUS suppressor – qHTS for Suppressors of FUS Proteinopathy: Primary screen using FUS-linked yeast assay. S. cerevisiae FUS-expressing, growth rescue, OD600, 24 h. 0.24% of 390,000 active. Potency, µM (doses to about 76.6 µM), for the others: at the highest dose growth rescue (activation), usual class: activators;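 also: potency is read from the fitted curve at half-maximal effect; plate controls were DMSO vehicle for no effect and reference control for full effect; nearly all actives have a fitted effect of over 55% in size; some results filed as inactive show a strong effect at the top dose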
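Galactose (2%) drives FUS expression in yeast precultured in raffinose; seeding density OD 0.005. Test compounds incubated 24hr at 30C and 99% humidity before absorbance at 600 nm was measured.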
Starred values were filed as active, the others as inactive; i = inactive; u = inconclusive; x = no result given; & = joins results of further samples; [ ] = dose if it differs, or a comment. Unless noted, calls follow the shape of the dose curve; as a rule, active = well fitted curve in the direction sought with a large enough effect; inconclusive = small, poorly fitted or top-dose-only effect, or another doubt; inactive = no such curve, though single readings can be large; an effect the other way counts as inactive or inconclusive. This is a subset. The share of hits here may be higher or lower than overall.

1	O=C(O)CC1(CC(=O)Nc2ccc3ccccc3c2)CCCCC1
2	Cc1cc(OC(C)C(=O)NCCCn2ccnc2)c2c(C)c(C)c(=O)oc2c1 (configuration not stated)
3	CCOc1ccccc1CNCc1cccn1-c1nnc(N2CCN(c3ccccc3)CC2)s1
4	OC(CN1CCN(c2ccccc2)CC1)c1c[nH]c2ccccc12 (configuration not stated)
5	COc1cc(-c2noc(-c3ccc(N4CCN(C)CC4)c([N+](=O)[O-])c3)n2)cc(OC)c1OC
6	COc1ccc(C2=CN3CCCCC3CC2=O)cc1OC (configuration not stated)
7	N#CC1=C(S)N(c2ccccc2)C(c2ccco2)NC1=O (configuration not stated)
8	COc1ccc(NC(=O)c2cc(C3CC3)nc3c2c(C)nn3-c2ccccc2)cc1
compound no.	1	2	3	4	5	6	7	8
Akt phos inh	i	i	x	i	x	i	i	x
aSyn yeast inh	1%	-1%	x	1%	x	-6%	-2%	x
GLP1R inv ag	4%	24%	u	u	1%	18%	-1%	7%
Mm-Cpn inhibitor	1%	0%	x	1%	x	1%	-4%	x
TDP-43 yeast inh	-8%	1%	15%[9.22 µM]	-2%	2%	2%	2%	0%
Abeta yeast res	6%	5%	1%	8%	-11%	-6%	-10%	7%
HEK293 tox	-11%	2%	u	-18%	1%	-8%	-5%	12%
PTHR1 ag	i	i	-95%[inhibitor]	i	-13%	0%	i	-4%
FUS suppressor	21%	25%	34%	6%	11%	-21%	-5%	-20%

9	COc1ccccc1C(=O)NC(=O)COC(=O)c1nccnc1N
10	CSc1ccc(S(=O)(=O)N2CCC(C(=O)NC3CC3)CC2)cc1
11	CC#CC[N+](C)(C)CC(=O)c1ccccc1
12	O=C(COC(=O)c1cc(-c2ccccn2)nc2ccccc12)Nc1ncc(C(F)(F)F)cc1Cl
13	CCOc1ccccc1N1CC(C(=O)Nc2ccccc2N2CCOCC2)CC1=O (configuration not stated)
14	O=C(Cn1c(=O)oc2cc(S(=O)(=O)N3CCCCC3)ccc21)NCc1ccc(Cl)cc1
15	Cc1ccc(CNC(=O)c2cc3ccc4cccnc4c3[nH]2)cc1
16	O=c1nc2scc(-c3ccccc3)n2c2ccccc12
compound no.	9	10	11	12	13	14	15	16
Akt phos inh	i	i	i	i	i	x	x	i
aSyn yeast inh	6%	1%	-2%	-7%	2%	x	x	7%
GLP1R inv ag	-1%	18%	0%	17%	-5%	13µM*	16%	25%
Mm-Cpn inhibitor	-2%	1%	0%	3%	-1%	x	x	-5%
TDP-43 yeast inh	0%	9%	-8%	11%	-6%	20%	10%	-17%
Abeta yeast res	-3%	-4%	12%	-8%	-2%	-10%	-5%	-23%
HEK293 tox	-5%	18%	-3%	8%	-13%	-19%	-9%	10%
PTHR1 ag	-26%	i	i	-37%[inhibitor]	i	-33%[inhibitor]	-30%[inhibitor]	-40%[inhibitor]
FUS suppressor	x	9%	-1%	-28%	30%	14%	-19%	-18%

17	COc1cc(Cl)ccc1OCc1cc(C(=O)NCc2cc(C(C)C)no2)no1
18	O=C(Nc1sc2c(c1C(=O)NCc1ccco1)CCCC2)c1ccc2c(c1)OCO2
19	O=C(CN1CCN(CC(=O)Nc2ccc(F)cc2)CC1)NCC1(N2CCOCC2)CCCCC1
20	Cc1ccc(-c2cn(-c3cccc(Cl)c3)c(S(=O)(=O)CC(=O)Nc3ccccc3F)n2)cc1
21	Cc1ccc(SCc2ccc(C(=O)Nc3cccc([N+](=O)[O-])c3C)cc2)cc1
22	CCn1cc(C(=O)N(CCCN2CCOCC2)Cc2ccco2)c(=O)c2ccc(C)nc21
23	Cc1ccc2nc3n(c(=O)c2c1)-c1cc2ccccc2cc1C(=O)NC3Cc1ccc(O)cc1 (configuration not stated)
24	NCCNC(=O)Cc1cccc(NC(=O)Cc2ccc(Nc3ncnc4c3ncn4[C@@H]3O[C@H](CO)[C@@H](O)[C@H]3O)cc2)c1
compound no.	17	18	19	20	21	22	23	24
Akt phos inh	i	i	i	x	i	i	i	i
aSyn yeast inh	12%	-13%	1%	x	-2%	6%	-10%	1%
GLP1R inv ag	u	0%	5%	u	u	8%	u	36%[activator]
Mm-Cpn inhibitor	-4%	-21%	0%	x	0%	-1%	x	0%
TDP-43 yeast inh	11µM*	6%	21%	28%	-17%	10%	17%	33%
Abeta yeast res	-7%	-2%	-3%	13%	-11%	17%	-8%	-6%
HEK293 tox	6%	83%[activator]	-2%	5%	-10%	-8%	-12%	1%
PTHR1 ag	-2%	i	-21%	i	20%[57.5 µM]	i	-48%[inhibitor]	i
FUS suppressor	x	24%	-4%	u	17%	2%	-19%	-3%

25	CC(=O)Nc1ccc2nc(N)sc2c1
26	O=C(CCC(=O)n1ncc2ccccc21)NCc1ccccc1Cl
27	COc1cc(Nc2nc3ccc(Cl)cc3nc2-n2nc(C)cc2C)cc(OC)c1
28	c1ccc([C@H]2CN3CCSC3=N2)cc1
29	COc1cc2c(O)cc(C(=O)O)c(-c3cc(OC)c(OC)c(OC)c3)c2cc1OC
30	CC(NC(=O)CSc1nc2ccccc2c(=O)[nH]1)c1ccccc1 (configuration not stated)
31	CCCCN(CC)CCNC(=O)c1cc2cc3ccc(Cl)cc3nc2o1
32	CCc1ccc(NC(=O)CSc2nc3n[nH]c(C)c3c(=N)n2-c2ccccc2C)cc1
compound no.	25	26	27	28	29	30	31	32
Akt phos inh	i	i	x	i	i	i	i	x
aSyn yeast inh	6%	0%	x	0%&1%	8%	-6%	-7%	x
GLP1R inv ag	5%	0%	5%	16%	21%	7%	-20%	u
Mm-Cpn inhibitor	x	0%	x	1%	x	-4%	1%	x
TDP-43 yeast inh	27%	15%	9%	1%	-5%	8%	-11%	4%
Abeta yeast res	6%	-1%	-4%	-9%	9%	22%	-22%	-7%
HEK293 tox	-5%	-1%	13%	-11%	-3%	11%	-1%	u
PTHR1 ag	i	i	-2%	-2%	-9%	-51%[inhibitor]	i	i
FUS suppressor	x	-17%	-28%	-26%	15%	25%	-22%	-8%

33	CCCCN(C(=O)CSc1nnc2ccccn12)c1c(N)n(Cc2ccccc2)c(=O)[nH]c1=O
34	CCC(C)(C)NC(=O)CN(C(=O)C(=O)Nc1ccc2c(c1)OCCO2)N1CCOCC1
35	CCOc1ccc(-c2ccc(NS(=O)(=O)c3ccc(C)cc3)cc2)nn1
36	O=C(N/N=C\c1cccnc1)c1ccc(Br)s1
37	CC1=C(C(=O)OCc2ccccc2)C(c2ccc3ccccc3c2)NC(=O)N1CCCC(=O)O (configuration not stated)
38	CC(=O)c1c(N2CCOCC2)nc(=S)n(-c2ccccc2)c1C
39	CN(C)c1ccc(C(=O)N2CCCC(CCC(=O)N3CCN(c4ccccn4)CC3)C2)cc1 (configuration not stated)
40	CN(C)c1nc(N)nc(Cn2nnc(-c3ccc(C(F)(F)F)cc3)n2)n1
compound no.	33	34	35	36	37	38	39	40
Akt phos inh	i	i	x	i	i	i	i	i
aSyn yeast inh	-3%	-1%	x	-6%	7%	-2%	-10%	1%
GLP1R inv ag	8%	7%	10%	37%[activator]	8%	4%	7%	8%
Mm-Cpn inhibitor	0%	2%	x	1%	0%	1%	-1%	2%
TDP-43 yeast inh	-26%	-26%	10%	-2%	10%	-15%	5%	0%
Abeta yeast res	-4%	0%	-3%	-9%	9%	0%	2%	-19%
HEK293 tox	2%	-1%	0%	2%	1%	-11%	3%	0%
PTHR1 ag	i	-3%	i	-17%	-14%	-8%[57.5 µM]	-39%[inhibitor]	-1%
FUS suppressor	26%	-16%	45%	12%	-26%	-1%	x	13%

Copied from above (three entries):
33	CCCCN(C(=O)CSc1nnc2ccccn12)c1c(N)n(Cc2ccccc2)c(=O)[nH]c1=O
34	CCC(C)(C)NC(=O)CN(C(=O)C(=O)Nc1ccc2c(c1)OCCO2)N1CCOCC1
35	CCOc1ccc(-c2ccc(NS(=O)(=O)c3ccc(C)cc3)cc2)nn1
compound no.	33	34	35
Akt phos inh	i	i	x
aSyn yeast inh	-3%	-1%	x
GLP1R inv ag	8%	7%	10%
Mm-Cpn inhibitor	0%	2%	x
TDP-43 yeast inh	-26%	-26%	10%
Abeta yeast res	-4%	0%	-3%
HEK293 tox	2%	-1%	0%
PTHR1 ag	i	-3%	i
FUS suppressor	26%	-16%	45%

Remaining list, next part.
41	Clc1ccc2[nH]c3c(c2c1)CNCC3
42	CCC(C)Cn1cnc2c(Sc3c([N+](=O)[O-])ncn3C)nc(N)nc21 (configuration not stated)
43	C[C@H](CO)N1C[C@H](C)[C@@H](CN(C)C(=O)Nc2ccc(C(F)(F)F)cc2)Oc2c(cccc2N(C)C)C1=O
44	Nc1nc2ccc(OC(F)(F)F)cc2s1
compound no.	41	42	43	44
Akt phos inh	i	i	i	i
aSyn yeast inh	9%	-1%	-1%	x
GLP1R inv ag	10µM*	u	-26%	11%
Mm-Cpn inhibitor	-1%	x	4µM*	1%&0%
TDP-43 yeast inh	5%	-12%	0%	13µM*
Abeta yeast res	-10%	-3%	5%	-25%
HEK293 tox	-2%	-25%	3%	-1%
PTHR1 ag	i	-30%	i	-3%
FUS suppressor	23%	6%	25%	-34%
